Screens from PubChem BioAssay.
MrgX1 antagonist: antagonists of human MrgX1 receptor, primary screen, HEK293 cells, Fluo-4 calcium flux; Mas-related G-protein coupled receptor member X1 (Homo sapiens), Q96LB2; BAM8-22 antagonism; stronger effect = lower value; B-score at 10 µM; 310,000 tested, 1.3% active; AID 588676, 2011;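 active = calcium-response B-score plate-corrected more than 3 library SD below zero, starting fluorescence within 5 deviations, no agonist response on first addition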;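 also: peak minus trough fluorescence over baseline after final BAM8-22 challenge near maximal dose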
Target sequence (Q96LB2 whole entry, looked up): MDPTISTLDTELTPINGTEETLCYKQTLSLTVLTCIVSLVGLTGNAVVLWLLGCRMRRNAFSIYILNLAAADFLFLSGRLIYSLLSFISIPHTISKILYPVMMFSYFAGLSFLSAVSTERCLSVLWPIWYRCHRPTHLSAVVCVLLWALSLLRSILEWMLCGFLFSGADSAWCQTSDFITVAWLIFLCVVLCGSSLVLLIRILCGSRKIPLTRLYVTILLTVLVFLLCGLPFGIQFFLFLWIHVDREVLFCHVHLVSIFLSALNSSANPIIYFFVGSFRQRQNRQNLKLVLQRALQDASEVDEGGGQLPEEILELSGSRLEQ
TRPC6 activator: mouse TRPC6 channel activators, primary screen, cell-based, HEK293, membrane potential dye; Short transient receptor potential channel 6 (Mus musculus), Q61143; HEK293-TRPC6 membrane potential dye fluorescence; stronger effect = higher value; B-score at 10 µM; 310,000 tested, 0.13% active;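 active = B-score of the integrated fluorescence ratio above library mean plus 3 SD, and starting fluorescence ratio within library mean plus 5 SD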;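 also: higher score means more depolarization so channel activation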
MrgX1 allo act: positive allosteric modulators of MrgX1, primary screen, HEK293 cells, Fluo-4 calcium flux; Mas-related G-protein coupled receptor member X1 (Homo sapiens), Q96LB2; FDSS; stronger effect = higher value; B-score at 10 µM; 310,000 tested, 0.63% active;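 active = plate-corrected calcium response at least 3 library SD above typical, normal starting fluorescence, not activating the receptor alone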;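 also: compound read alongside a low EC10 to EC30 dose of BAM8-22 agonist; peak minus trough fluorescence over baseline measured at the second addition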
MrgX1 agonist: agonists of human MrgX1 receptor, primary screen, HEK293 cells, Fluo-4 calcium flux | B-score at 10 µM | Mas-related G-protein coupled receptor member X1 (Homo sapiens), Q96LB2 | 310,000 tested, 0.44% active | Fluo-4 calcium fluorescence, agonist mode; stronger effect = higher value;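 active = calcium response B-score plate-corrected fluorescence ratio at least 3 library SD, with starting fluorescence B-score inside 5 SD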
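Material: HEK293 cells stably expressing human MrgX1 receptor | Quantity: 15,000 cells per well | Times: Cells plated overnight, dye loaded 0.5 h 37 °C, 0.5 h room temperature | Measured by: Kinetic Fluo-4 NW fluorescence of intracellular calcium | Control set: Positive and negative controls per plate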
ANO1 activ: TMEM16A chloride channel activators or potentiators, primary screen, cell-based, HTS; Anoctamin-1 (Mus musculus), Q8BHY3; B-score at 10 µM; AID 623877, 2012; 340,000 tested, 0.3% active; HEK293 TMEM16A/YFP-H148Q/I152L, iodide quench fluorescence; stronger effect = lower value;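 active = fluorescence-ratio B-score plate-corrected deviation score at least 3 library SD below zero, with starting fluorescence score within 5 deviations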;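 also: channel opened by trigger with iodide after compound preincubation; score built on the fluorescence ratio of max minus min over baseline; more negative score means more quench and so TMEM16A activation or potentiation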
TRPC4 agonist: activators of mouse TRPC4 channel, primary screen, Fluo4 calcium, HEK293 TRPC4beta/mu-opioid cells. Short transient receptor potential channel 4 (Mus musculus), Q9QUQ5. Fluo4 calcium fluorescence; stronger effect = higher value. B-score at 10 µM. 310,000 tested, 0.49% active;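 active = B-score above 5 SD of library B-scores, and initial fluorescence ratio not above library mean plus 5 SD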;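 also: positive B-score marks a calcium rise read as TRPC4 activation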
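Assay system: HEK293 stable line with TRPC4beta plus mu-opioid receptor. Times: dye 45 min RT, read 110 s. Measured by: kinetic Fluo4 calcium fluorescence. Measure: B score of integrated ratio. Controls: assay buffer as low control, maximal DAMGO as high control.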
SKKanGAS inh: S. pyogenes SKKanGAS growth inhibitors in kanamycin, primary screen, streptokinase expression inhibitor project, SKKanGAS strain, BacTiter-Glo luminescence | 300,000 tested, 1.3% active | AID 1662, 2009 | inhibition, % at 7.5 µM | 6 h;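 active = mean replicate score, as percent of positive control median, at least 50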;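 also: strain carries kanamycin resistance gene driven by streptokinase promoter and grows in 40 µg/ml kanamycin; loss of luminescence reflects streptokinase promoter inhibition or plain growth inhibition; 0% = median of DMSO wells and 100% = positive control at its reference dose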
TRPC4 block: inhibitors of mouse TRPC4 channel, primary screen, Fluo4 calcium, HEK293 TRPC4beta/mu-opioid cells; AID 2247, 2010; B-score at 10 µM; Short transient receptor potential channel 4 (Mus musculus), Q9QUQ5; 300,000 tested, 0.39% active; DAMGO-evoked Fluo4 calcium flux; stronger effect = lower value;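 active = B-score over 3 SD under the library average, no early fluorescence shift, positive overall ratio signal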
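Signal: kinetic Fluo4 fluorescence imaging of calcium influx. Material: stable TRPC4beta/mu-opioid receptor HEK293 cells. Probe or stimulus: DAMGO in two steps, submaximal then maximal.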
TMEM16A inh: TMEM16A chloride channel inhibitors, primary screen, cell-based, HTS; Anoctamin-1 (Mus musculus), Q8BHY3; HEK293 TMEM16A/YFP iodide influx fluorescence, ionomycin; normalized B-score (activity score, 25-100; higher = stronger inhibition) at 10 µM; 310,000 tested, 1.2% active; AID 588511, 2011;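 active = ratio plate-corrected score three or more library SD toward inhibition, starting fluorescence score within five deviations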;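 also: score derived from kinetic fluorescence span divided by baseline fluorescence per well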
TRPC6 inhibitor: mouse TRPC6 channel inhibitors, primary screen, cell-based, HEK293, membrane potential dye | Short transient receptor potential channel 6 (Mus musculus), Q61143 | ACh-evoked depolarization; stronger effect = lower value | B-score at 10 µM | 310,000 tested, 1.1% active | AID 2553, 2010;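 active = B-score under library mean minus 3 SD, initial fluorescence not abnormally high, positive integrated signal ratio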;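 also: B-score derived from integrated fluorescence ratio over the kinetic read; more negative B-score means stronger inhibition of depolarization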
TRPC4 PAM: positive allosteric modulators of TRPC4, primary screen, cell-based, mouse TRPC4beta, HEK293 mu-opioid, Fluo-4 calcium; DAMGO EC20, Fluo-4 Ca2+ flux; stronger effect = higher value; B-score at 10 µM; 310,000 tested, 0.42% active;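 active = B-score of calcium response area above 5 SD of library B-scores, with initial fluorescence ratio within 5 SD of library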;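 also: B-score of integrated fluorescence ratio over time as area under calcium response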
* = called active by the depositor; i = inactive; x = no result given.

SMILES | MrgX1 antagonist | TRPC6 activator | MrgX1 allo act | MrgX1 agonist | ANO1 activ | TRPC4 agonist | SKKanGAS inh | TRPC4 block | TMEM16A inh | TRPC6 inhibitor | TRPC4 PAM
CC(NC(=O)C1CCN(C(=O)[C@@H]2Cc3ccccc3CN2C(=O)OC(C)(C)C)CC1)c1ccccc1 (stereo partly specified) | i | i | i | i | i | i | 1.4 | i | i | i | i
CCOC(=O)C(Oc1ccc(=O)n(-c2ccccc2)n1)C(C)=O (stereo unspecified) | i | i | i | i | i | i | -2.7 | i | i | i | i
COc1ccc(NC(=O)CSc2cn[nH]n2)cc1OC | i | i | i | i | i | i | -4.6 | i | i | i | i
Fc1ccc(-c2nc(-c3cnccn3)no2)c(Cl)c1 | i | i | i | i | i | i | 5.3 | i | i | i | i
COC(=O)CNC(=O)C1CCN(C(=O)OCc2ccccc2)CC1 | i | x | i | i | i | x | -4.4 | x | i | x | x
O=C(NCC1CCCO1)C(c1cccs1)N(C(=O)c1ccc(CN2CCOCC2)o1)c1ccc(Cl)cc1 (stereo unspecified) | i | i | i | i | i | i | -1.8 | i | i | i | i
CN(CCO)CC(O)Cn1cnc2c1c(=O)n(C)c(=O)n2C (stereo unspecified) (tested in a mixture with another compound) | i | i | i | i | i | i | -3.1 | i | i | i | i
O=C(O)c1cccc(-c2ccc(/C=N/Nc3ccc([N+](=O)[O-])cc3)o2)c1 | -7* | i | i | i | i | i | 8.2 | i | i | i | i
CC(=O)OCC(=O)[C@@]1(O)CC[C@H]2[C@@H]3CCC4=CC(=O)C=C[C@]4(C)[C@H]3[C@@H](O)C[C@@]21C | i | i | i | i | i | i | -2.1 | i | i | i | i
CC(C)(C)c1ccc(OCC(=O)N/N=C/C2CC=CCC2)cc1 (stereo unspecified) | i | i | i | i | i | i | 0.5 | i | i | i | i
COc1ccc(/C=C2\CCCC3C2=NN(C(=O)c2scnc2C)C3c2ccc(OC)c(OC)c2)cc1OC (stereo unspecified) | i | i | i | i | i | i | 22.2 | i | i | i | i
Cc1ccc(C)c(/C(O)=C2/C(=O)C(=O)N(CCN3CCOCC3)C2c2ccco2)c1 (stereo unspecified) | i | i | i | i | i | i | 4.8 | i | i | i | i
CC1=C(C(=O)OCc2ccccc2)C(c2cccc(Cl)c2Cl)NC(=O)N1CCCCCC(=O)O (stereo unspecified) | i | i | i | i | i | i | 24.0 | i | i | i | i
O=C(CCn1c(=O)oc2ccccc21)Nc1cccc([N+](=O)[O-])c1 | i | i | i | i | i | i | 4.7 | i | i | i | i
O=C(O)c1cccc(Nc2ncnc3sccc23)c1 | i | i | i | i | i | i | -4.3 | i | i | i | i
CCOc1ccccc1NC(=O)CCn1nc(C)c(S(=O)(=O)N2CCCCC2)c1C | i | i | i | i | i | i | 7.5 | i | i | i | i
CN(C)CCNC(=O)c1cc2c(s1)-c1ccccc1OC2 | i | i | i | i | i | i | -4.6 | i | i | i | i
Cc1c(C(=O)N2CCc3ccccc3C2)oc2ccccc12 | i | i | i | i | i | i | 22.7 | i | i | i | i
CN(C(=O)c1ccc2c(c1)S(=O)(=O)N=C1CCCCCN12)c1ccccc1 | i | i | i | i | i | i | 4.2 | i | i | i | i
O=[N+]([O-])c1cccc2ncccc12 | i | i | i | i | i | i | -16.4 | i | i | i | i
Cc1ccc2c(c1)/C(=N/OC(=O)c1ccc(F)cc1)CCS2 | i | i | i | i | i | i | -9.4 | i | i | i | i
COc1ccc(CNCCC(c2ccccc2)C2CCOC(C)(C)C2)cc1 (stereo unspecified) | i | i | i | i | i | 60* | -5.0 | i | i | i | i
NCCNc1ccc([N+](=O)[O-])c(Sc2nc3ccccc3[nH]2)c1 | i | i | i | i | i | i | 5.9 | i | i | i | i
CCCCOc1ccc(Cl)cc1CSc1nncn1N | i | i | i | i | i | i | 0.1 | i | i | i | i
COc1cccc(CNC(=O)CCC2CCCN(C(=O)c3ccc(OC)c(F)c3)C2)c1 (stereo unspecified) | i | i | i | i | i | i | -13.0 | i | i | i | i
SMILES | MrgX1 antagonist | TRPC6 activator | MrgX1 allo act | MrgX1 agonist | ANO1 activ | TRPC4 agonist | SKKanGAS inh | TRPC4 block | TMEM16A inh | TRPC6 inhibitor | TRPC4 PAM
CCc1ccc(S(=O)(=O)/N=C2\C=C(Nc3ccc(O)cc3)C(=O)c3ccccc32)cc1 | i | i | i | i | i | i | 109.5* | i | i | i | i
CCc1ccc(Nc2n[n+](C)c(-c3ccncc3)s2)cc1 | i | i | i | i | i | i | 1.7 | i | i | i | i
COc1ccc(S(=O)(=O)N(C)c2ccc(C(=O)Nc3cccnc3)cc2)cc1OC | i | i | i | i | i | i | 4.7 | i | i | i | i
CCCCCCn1c(CN2CCCCC2C)nc2c1c(=O)n(C)c(=O)n2C (stereo unspecified) | i | i | i | i | i | i | 1.7 | i | i | i | i
CCN1C(=O)[C@H]2[C@@H](c3ccc(C)cc3)N3C(=O)N(c4cccc(F)c4)C(=O)[C@@]3(C)[C@H]2C1=O | i | i | i | i | i | i | -6.1 | i | i | i | i
O=C(/C=C/c1cc([N+](=O)[O-])ccc1OC(F)F)Nc1cccc2ccccc12 | i | i | i | i | i | i | 5.6 | i | i | i | i
Cc1[nH]n(-c2ccc([N+](=O)[O-])cc2)c(=O)c1C=NCCc1c(C)[nH]c2ccccc12 | i | i | i | i | i | i | 18.3 | i | i | i | i
Cc1c(Cl)cccc1NC(=O)CC1SC(=NCC2CCCO2)NC1=O (stereo unspecified) | i | i | i | i | i | i | -3.7 | i | i | i | i
O=C(NCc1nc2ccccc2[nH]1)c1cccs1 | i | i | i | i | i | i | -2.6 | i | i | i | i
Cc1cc(OCCCCn2ccnc2)cc(C)c1Cl | i | i | i | i | i | 141* | 6.0 | i | i | i | i
C/C(=N\O)c1ccc2c3ccccc3n(C)c2c1 | i | i | i | i | i | i | -5.8 | i | i | i | i
Cc1onc(-c2ccccc2)c1C(=O)NC(=S)NNC(=O)c1cc(-c2ccc(F)cc2)n[nH]1 | i | i | i | i | i | i | 119.2* | i | 25* | i | i
O=C(O)c1ccccc1/C=N/Nc1ccc(S(=O)(=O)N2CCOCC2)cc1[N+](=O)[O-] | i | i | i | i | i | i | -6.4 | i | i | i | i
CNc1n[nH]c(=S)s1 | i | i | i | i | i | i | -0.6 | i | i | i | i
CCCN(CC(=O)Nc1cc(Cl)ccc1Cl)C(=O)CN1C(=O)C2CCCCC2C1=O (stereo unspecified) | i | i | i | i | i | i | 0.4 | i | i | i | i
O=C(NCc1ccccc1)C(c1ccccc1)N(C(=O)c1csnn1)C1CCCC1 (stereo unspecified) | i | i | i | i | i | i | 0.3 | i | i | i | i
CC(NC(=O)CC1SC(N)=NC1=O)c1ccccc1 (stereo unspecified) | i | i | i | i | i | i | -2.9 | i | i | i | i
CC(=O)Nc1ccc(CN2CCN(c3cccc(C(F)(F)F)c3)CC2)cc1 | i | i | i | i | i | i | 0.6 | i | i | i | i
CC(C)CC(NC(N)=O)C(=O)Nc1ccc(Oc2ccccc2)cc1 (stereo unspecified) | i | i | i | i | i | i | -12.4 | i | i | i | i
CCC(C(=O)NC(C)(C)C)N(C(=O)c1ccc(Cl)nc1)C1CCCC1 (stereo unspecified) | i | i | i | i | i | i | 2.6 | i | i | i | i
CCCc1cc(=O)n2[nH]c(C)c(-c3ccc(OC)cc3)c2n1 | i | i | i | i | i | i | 5.6 | i | i | i | i
CC(C)Sc1nc2c(cnn2-c2ccccc2)c(=O)[nH]1 | i | i | i | i | i | i | 1.9 | i | i | i | i
CN1CCN(C(=O)C2=C[C@@H](C3CCCCC3)C[C@@H](OCCCCO)O2)CC1 | i | i | i | i | i | i | -1.7 | i | i | i | i
CNC(=O)COc1cccc(C(=O)NCc2ccccc2)c1 | i | i | i | i | i | i | -5.7 | i | i | i | i
CCC(C)(C)NC(=O)Cc1ccc(C)cc1 | i | i | i | i | i | i | -6.1 | i | i | i | i
SMILES | MrgX1 antagonist | TRPC6 activator | MrgX1 allo act | MrgX1 agonist | ANO1 activ | TRPC4 agonist | SKKanGAS inh | TRPC4 block | TMEM16A inh | TRPC6 inhibitor | TRPC4 PAM
CCn1c(CC(=O)Nc2ccccc2)nnc1SCC(=O)N1CCOCC1 | i | i | i | i | i | i | 1.2 | i | i | i | i
CSC1=NCCN1C(=O)c1c(-c2ccccc2Cl)noc1C | -6.87* | i | i | i | i | i | -3.7 | i | i | i | i
CCCCCCCOc1ccc(C(=O)Nc2cccnc2)cc1 | i | i | i | i | i | i | 9.6 | i | i | i | i
COc1ccc(NC(=O)c2cccs2)c([N+](=O)[O-])c1 | i | i | i | i | i | i | -4.2 | i | i | i | i
CC(C)CCN1CCN(Cc2ccc3nsnc3c2)CC1CCO (stereo unspecified) | i | i | i | i | i | i | 0.8 | i | i | i | i
COC(=O)CN(c1ccccc1)S(=O)(=O)c1ccc(F)cc1 | i | i | i | i | i | i | -10.3 | i | i | i | i
CSc1c(C#N)c(N)nc2sc(C(=O)c3ccccc3)c(N)c12 | i | i | i | i | i | i | 18.5 | i | i | i | i
O=[N+]([O-])c1ccc(C=Nc2ccc(Cl)cc2Cl)s1 | i | i | i | i | i | i | 7.4 | i | i | i | i
COCCN(C(=O)CCc1nnc(Cc2c[nH]c3ccccc23)o1)C(C)C | i | i | i | i | i | i | 1.6 | i | i | i | i
